SIAE inh = human SIAE inhibitors, primary screen, biochemical, fluorescence polarization, FP-Rh probe, 1536-well HTS | Sialate O-acetylesterase (Homo sapiens), Q9HAT2 | SIAE FP-Rh probe binding | inhibition, % at 9.66 µM | 370,000 tested, 0.69% active | AID 1053197, 2014;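 active = inhibition above a cutoff: mean of compounds within the control limits plus 3 SD of those, cut at about 17% in these data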;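 note: 0% = plate median of compound wells and 100% = probe without SIAE protein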
Rev-erbA mod = modulators of Rev-erb alpha DNA binding, primary screen, biochemical, FITC-DNA, fluorescence polarization, uHTS; Rev-erbα–FITC-DNA binding, 90 min; activity, % at 10 µM; 370,000 tested, 0.79% active; AID 1259318, 2017;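 active = activity above about 14%, limit read from the data; passing the limit was not always enough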;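 note: 0% = DMSO wells with 35 nM protein and 100% = DMSO wells with 750 nM protein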
Target sequence (P20393 whole entry, looked up): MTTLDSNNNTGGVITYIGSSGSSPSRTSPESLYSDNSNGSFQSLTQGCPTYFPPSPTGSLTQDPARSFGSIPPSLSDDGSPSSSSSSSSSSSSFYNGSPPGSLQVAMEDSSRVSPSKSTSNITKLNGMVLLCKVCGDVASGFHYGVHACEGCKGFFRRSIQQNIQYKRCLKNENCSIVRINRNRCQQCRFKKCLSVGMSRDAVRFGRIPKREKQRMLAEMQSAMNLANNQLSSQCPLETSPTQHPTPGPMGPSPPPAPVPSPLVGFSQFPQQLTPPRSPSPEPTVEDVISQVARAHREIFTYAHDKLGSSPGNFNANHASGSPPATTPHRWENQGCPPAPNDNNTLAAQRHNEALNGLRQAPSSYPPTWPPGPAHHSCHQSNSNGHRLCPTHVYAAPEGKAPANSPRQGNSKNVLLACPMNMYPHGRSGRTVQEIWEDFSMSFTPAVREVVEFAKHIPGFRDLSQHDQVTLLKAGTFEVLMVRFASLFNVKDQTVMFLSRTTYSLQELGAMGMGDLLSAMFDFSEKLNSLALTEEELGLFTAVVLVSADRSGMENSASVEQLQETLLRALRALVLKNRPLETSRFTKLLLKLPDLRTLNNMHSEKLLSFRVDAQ
HTRA1 inh = HTRA1 serine protease inhibitors, primary screen, biochemical, fluorescence polarization, HTS | Q92743 | recombinant HTRA1, FP-rhodamine activity-based probe | inhibition, % at 5.96 µM | 340,000 tested, 0.5% active | AID 504803, 2011; in the data active = inhibition above about 36%;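 note: 0% = enzyme with DMSO and 100% = wells lacking enzyme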
rCAG RNA binder = binders of r(CAG) RNA repeats, primary screen, biochemical, fluorescence; inhibition, % at 3 µM; r(CAG) RNA repeat, TO-PRO-1 dye displacement fluorescence; 370,000 tested, 1.3% active;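 active = inhibition above the plate cutoff, the mean of all test compounds on that plate plus 3 SD, cut at about 35% in these data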;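 note: 0% = DMSO alone and 100% = 100 µM mitoxantrone as full dye displacement; higher means more dye released from RNA so lower well fluorescence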
PRMT1 FP inh = PRMT1 methyltransferase inhibitors, primary screen, biochemical, fluorescence polarization | Protein arginine N-methyltransferase 1 (Homo sapiens), Q99873 | recombinant PRMT1, activity-based probe fluorescence polarization | inhibition, % at 2.79 µM | 370,000 tested, 1.3% active | AID 652257, 2013;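 active = inhibition above about 21% made by adding two undisclosed values, limit read from the data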
PG9 binder = binders of HIV-1 gp120 antibody PG9, primary screen, biochemical, TR-FRET. HIV-1 gp120 / PG9 antibody interaction. TR-FRET gp120-PG9 antibody binding. inhibition, % at 6.7 µM. 360,000 tested, 0.43% active; in the data active = inhibition above about 8.5%
ABHD4 inh = ABHD4 inhibitors, primary screen, biochemical, fluorescence polarization, mouse; purified mABHD4, FP-Rh probe fluorescence polarization; (Lyso)-N-acylphosphatidylethanolamine lipase (Mus musculus), Q8VD66; AID 720543, 2013; inhibition, % at 8.92 µM; 370,000 tested, 0.54% active;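 active = inhibition exceeding the mean over every tested compound plus 3 SD, cut at about 30% in these data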;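 note: 0% = plate median of compound wells and 100% = S159A mutant with DMSO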
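Assay system: mABHD4 protein; medium: HEPES pH 7.0, NaCl, Pluronic buffer; dosing: 8.92 µM, single dose; schedule: 45 min + 60 min at 25 °C; signal: FP readout, ex 525 nm / em 598 nm; read-out: normalized percent inhibition of probe labeling; repeats: single replicate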
LEDGF integ inh = blockers of LEDGF/p75-dependent integrase strand transfer – biochemical, TR-FRET, high throughput, primary screen; HIV-1 integrase (with human LEDGF/p75); TR-FRET IN-LEDGF/p75 DNA integration, Eu/Cy5; inhibition, % at 3.7 µM; 370,000 tested, 0.64% active;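 active = inhibition above the screen-wide mean plus 3 SD, cut at about 13% in these data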;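 note: signal is the Cy5 over europium emission ratio at 671 and 618 nm; 0% = plate median of compound wells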
TDP2 absorb = human TDP2 enzyme inhibitors, primary screen, biochemical, epi absorbance, recombinant enzyme. T5PNP hydrolysis, p-nitrophenol absorbance 415 nm. inhibition, % at 12.8 µM. 370,000 tested, 0.34% active;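 active = inhibition above the mean of all tested compounds plus 3 SD, set per campaign, cut at about 25% in these data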;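 note: 0% = DMSO with enzyme and 100% = buffer with substrate but no TDP2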
Target sequence (O95551 whole entry, looked up): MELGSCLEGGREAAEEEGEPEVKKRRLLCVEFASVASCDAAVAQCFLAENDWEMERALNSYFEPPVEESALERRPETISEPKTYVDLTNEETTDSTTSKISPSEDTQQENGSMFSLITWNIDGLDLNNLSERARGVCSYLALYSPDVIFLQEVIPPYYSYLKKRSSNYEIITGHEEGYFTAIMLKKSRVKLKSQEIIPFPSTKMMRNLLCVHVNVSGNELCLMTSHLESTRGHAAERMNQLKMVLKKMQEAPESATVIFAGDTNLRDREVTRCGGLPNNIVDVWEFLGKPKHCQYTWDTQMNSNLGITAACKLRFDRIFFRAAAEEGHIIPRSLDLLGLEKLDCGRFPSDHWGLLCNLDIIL
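Assay system: Recombinant human TDP2 | Quantity: 120 nM TDP2 per well | Incubation: 2 h at 37 °C | Signal: Epi absorbance | Evaluation: Percent inhibition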
TCR CD3 inh = inhibitors of human TCR-CD3 interaction, primary screen, biochemical, fluorescence, TAMRA-labeled TCR probe; T-cell receptor (TCR); 360,000 tested, 0.37% active; AID 651800, 2012; inhibition, % at 9.4 µM; in the data active = inhibition above about 19%;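 note: recombinant mutant TCR 2C K166C tagged with TAMRA read by polarization; 0% = receptor in buffer alone and 100% = receptor with positive control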
An asterisk follows results filed as active; / = not tested or not shown; & = joins results of further samples.

smiles,Rev-erbA mod,TCR CD3 inh,HTRA1 inh,TDP2 absorb,SIAE inh,ABHD4 inh,PG9 binder,LEDGF integ inh,rCAG RNA binder,PRMT1 FP inh
Cc1ccc2nc(Cl)c(/C=N/n3c(C)nnc3C)cc2c1,0,4,11,-11,-3,0,-0.7,4,-1,-1
CCC(C)(C)c1ccc(OCCCC[n+]2ccc(C)cc2)c(C(C)(C)CC)c1,34*,-6,/,1,3,33*,-0.5,1,5,3
Cc1cc(Br)c(S(=O)(=O)NCc2ccncc2)cc1C,3,5,3,14,0,-2,-3.1,4,0,-3
CCCCN1C(=O)C(CC(=O)NC2CCCC2)CC(C(=O)N(CC)CC)=C1C (stereo not given),-5,-7,5,8,3,1,0.1,3,-2,3
Cc1csc(NC(=O)CSc2ccccc2F)n1,1,0,-10,-5,3,-1,-1.3,3,-2,1
O=C(Nc1ccc2c(c1)OCO2)c1cccc(S(=O)(=O)N2CCOCC2)c1,2,0,-3,-1,6,2,-2.3,-3,2,-4
CC(C)n1nnnc1SCC(=O)NCc1ccc2c(c1)OCO2,-4,-3,-6,-13,4,0,1.7,1,-3,-1
Nc1cc(N)nc(SCC(=O)c2ccc3c(c2)NC(=O)CO3)n1,5,3,-3,-2,0,0,-1.9,-2,1,-1
O=C(N/N=C\c1ccc(S(=O)(=O)O)o1)c1ccc2c(c1)OCO2,-6,4,1,-2,-2,5,-1.5,-2,2,-3
CCS(=O)(=O)N1CCC(C(=O)OCC(=O)c2ccc(Br)cc2)CC1,-1,-5,0,5,-2,12,2.3,1,-5,0
C/C(=N\NC(=O)COc1ccc(C(C)(C)C)cc1)c1ccccc1,-3,0,-16,-4,10,-2,-0.8,5,-2,-1
C=CCN1C(=O)/C(=C/N(C)C)S/C1=N\S(=O)(=O)c1cccs1,-2,4,-1,-1,6,3,-0.9,0,4,-2
CC1CCCN(CCOCCOc2ccc(Br)cc2Cl)C1 (stereo not given),-1,-1,7,18,-1,12,-2.2,2,1,-2
CC(=O)c1cccc(NC(=O)c2cc(C)no2)c1,-1,1,-2,1,-4,4,-0.5,-5,1,-3
CCc1nc2ccc(F)cc2c(C(=O)NC2CCCCC2C)c1C (stereo not given),-8,1,-7,-8,-6,3,-0.7,-7,3,-2
COc1ccc(S(=O)(=O)Nc2cc3c4c(c2)CCN4C(=O)CC3)cc1C,-3,-5,1,-4,-5,3,-1.7,-6,3,-5
CN(Cc1ccccc1)C(=O)OCc1cn(Cc2cccc(F)c2F)nn1,4,/,/,9,0,0,/,1,-1,-5
CCC12CN3CC(CC)(CN(C1)C3c1ccc(OC(C)C)cc1)C2=O (stereo not given),-5,6,-5,-6,8,-9,-0.2,3,-2,-1
COc1ccccc1NS(=O)(=O)c1cccc(NC(=O)c2[nH]c(C)c(C(C)=O)c2C)c1,1,6,-16,-15,-49,-28,12*,-3,11,-2
COc1ccc(C(=O)Nc2ccccc2N2CCOCC2)cc1S(=O)(=O)N1CCCC1,5,-5,9,-8,3,6,0.2,-5,2,2
Cc1noc(NS(=O)(=O)c2ccc(NC(=O)C(C)(C)C)cc2)c1C,-3,0,2,11,10,4,-2.6,-3,2,-5
Cc1ccc(CNc2oc(COc3ccccc3Cl)nc2C#N)cc1,-1,3,-42,-5,1,-3,1.6,2,-1,1
COC(=O)C1=C(C)N(Cc2cccc(C(F)(F)F)c2)C(=NCc2ccc3c(c2)OCO3)NC1c1ccccc1 (stereo not given),6,6,/,8,5,19,-0.3,-1,9,-2
COc1ccc(S(=O)(=O)N2CCN(CC(=O)Nc3sccc3C(N)=O)CC2)cc1OC,6,4,-12,2,-3,0,-1.7,1,7,-1
CCOC(=O)C1CCN(c2c(NCc3ccc(N(C)C)cc3)c(=O)c2=O)CC1,-6,-8,10,-1,-2,7,-2.0,-5,4,1
O=C(NNC(=O)C1COc2ccccc2O1)c1cccc([N+](=O)[O-])c1 (stereo not given),-2,1,10,-4,0,-4,-3.2,3,-2,0
CN(C)CCO[C@@H](c1ccc(Cl)cc1)c1ccccn1,3,3,-13,-2,-10,-1,0.2,-2,-2,-3
COc1ccc(-c2nn(-c3ccccc3)cc2C#N)cc1,1,-4,-4,16,0,-7,0.7,-3,-1,-2
Cc1ccc(C)c(OCCC(=O)Nc2ccc(S(=O)(=O)N3CCCC3)cc2)c1,1,-4,-38,0,-14,-18,0.7,-1,7,1
O=C(COc1ccc(-n2ccnc2)cc1)Nc1cccc(F)c1,-2,6,-10,-3,-4,-2,-0.3,0,4,2
Cc1c(NC(=S)N/N=C/c2ccc([N+](=O)[O-])cc2O)c(=O)n(-c2ccccc2)n1C,8,24*,11,-3,8,7,-1.1,3,12,4
Cc1ccc(S(=O)(=O)NCC(=O)OCC(=O)N2CCN(C(=O)c3ccco3)CC2)cc1C,-1,-8,0,6,-1,7,1.2,-4,-3,10
CC1(Cc2ccc(F)cc2)C(=O)Nc2c(Cl)ccc(Cl)c21 (stereo not given),-2,-1,/,3,-3,-8,-2.5,1,1,1
CCOc1ccc(NC(=O)CN(C)C(=O)c2ccc(N3CCOCC3)c([N+](=O)[O-])c2)cc1OCC,6,3,6,1,5,1,-1.2,-2,-2,-2
CCCCCCN1C[C@H](O)[C@@H](n2cc(C3CC3)nn2)C[C@@H]1c1ccccc1,5,5,-10,5,-2,-4,0.7,-6,0,2
COc1ccccc1N1CCN(C(=O)COc2cccc(C)c2C)CC1,-1,7,-2,-15,-14,-4,-0.3,-3,-5,2
O=Cc1ccnc(-c2ccc(OC(=O)c3ccco3)cc2)n1,0,-3,8,4,1,-3,-0.3,0,-6,-2
Cc1ccc(S(=O)(=O)NCCC(=O)NCc2cccnc2)cc1,3,-8,8,-8,3,-2,0.9,1,1,-2
Clc1ss/c(=N\c2ccccn2)c1Cl,-2,-3,3,-1,-2,-8,-1.0,1,-2,4
Cc1ccc(-c2nc3cccnc3s2)cc1NC(=O)C1c2ccccc2Oc2ccccc21,5,5,-12,2,-13,0,19*,-4,3,2
CN(NC(=O)c1ccccc1)C1=NS(=O)(=O)c2ccccc21,-5,2,1,5,-3,5,0.3,3,-4,-2
COC(=O)CC1Oc2ccccc2N(Cc2ccccc2)C1=O (stereo not given),6,4,-6,-8,4,1,-0.1,-1,1,-1
COc1cccc(NC(=O)CCNC(=O)Cn2ccc3ccccc3c2=O)c1,-5,2,-1,-4,-2,-1,-1.3,1,-5,-2
C=CCOC(=O)C1=C(C)NC(C)=C(C(=O)OCC=C)C1c1cn(-c2ccccc2)nc1-c1ccco1,-1,7,-4,4,1,-4,-1.7,-2,3,1
COC(=O)C1=C(C)N(Cc2ccco2)C(=O)C1,1,0,0,-7,1,-3,1.9,29*,15,6
CCOC(=O)N1CCN(CC(=O)Nc2ccc(OC)cc2)CC1,-4,-5,7,-8,4,-2,-0.2,-1,-2,1
C1CCc2c(nnc3c2-c2nonc2CC3)C1,-1,-10,-1,0,6,1,-0.6,1,1,6
COC(=O)c1ccc(Nc2nc(-c3ccncc3)nc3ccccc23)cc1,5,-5,-8,-18,-24,-15,5.3,-1,6,11
O=C(Nc1ccc(Cl)c(Cl)c1)OCCNC(=O)c1cccc(Cl)c1,3,3,-88,2,-30,-50,-1.5,0,2,-3
CC(=O)CSc1ccc(C(=O)O)cn1,-2,1,3,-6,-5,0,-0.3,-1,3,7

Single records (already shown). Screens in order: Rev-erbA mod	TCR CD3 inh	HTRA1 inh	TDP2 absorb	SIAE inh	ABHD4 inh	PG9 binder	LEDGF integ inh	rCAG RNA binder	PRMT1 FP inh
`CN(NC(=O)c1ccccc1)C1=NS(=O)(=O)c2ccccc21` as listed: -5	2	1	5	-3	5	0.3	3	-4	-2
`Cc1ccc(S(=O)(=O)NCC(=O)OCC(=O)N2CCN(C(=O)c3ccco3)CC2)cc1C` as listed: -1	-8	0	6	-1	7	1.2	-4	-3	10

Continuation:
smiles,Rev-erbA mod,TCR CD3 inh,HTRA1 inh,TDP2 absorb,SIAE inh,ABHD4 inh,PG9 binder,LEDGF integ inh,rCAG RNA binder,PRMT1 FP inh
O=C(Cn1c(=O)oc2ccccc21)Nc1ccc(S(=O)(=O)N2CCCCC2)cc1,3,11,6,4,-51,-1,-0.9,-1,2,0
COCCN(C(=S)Nc1ccccc1C)C(C)c1cccs1 (stereo not given),4,6,2,6,10,2,-0.8,2,1,0
CC(CN1C(C)CCCC1C)OC(=O)c1ccccc1Br (stereo not given),-3,-2,2,6,-4,0,0.8,2,0,0
CN(/C=C/C(=O)C(F)(F)F)Cc1ccccc1,3,4,4,-3,-4,4,0.8,1,-3,-2
CCCCNc1c(-c2cccc(SC3CCCCC3)c2)nc2ccc(Cl)cn12,2&1,-2&0,-13,3&5,-3&5,2&4,-3.4&-1.3,1&1,5&4,2&-3
Cc1ccc(-n2nc(C)c(/C=N/NC(=O)c3cccnc3)c2Cl)cc1,-1,2,8,3,4,-2,-1.2,1,-3,-3
Cn1cc(/C=C(\NC(=O)c2ccccc2)C(=O)NCCCn2ccnc2)c2ccccc21,0,7,3,4,10,-5,-1.8,-1,2,-2
CCCOc1ccc(C(=O)NCc2cccnc2)cc1,-6,-1,-3,0,1,1,0.7,-2,0,1
CC(N)c1csc(Nc2ccc(C(=O)NCCO)cc2)n1 (stereo not given),3,-3,/,5,0,3,-1.3,-1,0,2
CCOC(=O)[C@]12CCCC=C1N(Cc1ccc(OC)cc1)C(=O)[C@@H]2CC(=O)NCc1ccc(OC)c(OC)c1,3,/,/,-6,3,-5,/,-1,0,-3
CC(C)c1ccc(C(C)NC(=O)C2CCCC2)cc1 (stereo not given),0,2,-7,5,2,3,0.0,0,-5,4
CCCCn1c(SCC(=O)c2ccc3c(c2)OCCO3)nnc1-c1ccco1,3,7,-11,4,1,1,-1.9,-1,-6,3
CCOc1ccc(/C=C2/SC(=S)N(CCC(=O)Nc3ccc(C(=O)O)cc3)C2=O)cc1,-14,4,1,-4,-4,-19,-1.3,2,21,-3
CC(C)CC(CO)N1CCN(C(=O)c2ccccc2)CCC1=O (stereo not given),0,8,1,2,-3,1,0.4,3,-3,0
Cc1cc(=S)nc(-c2ccccn2)[nH]1,-7,-11,10,-16,9,3,-1.6,-9,-4,33*
CN(Cc1ccccc1)C(=S)NC(=O)C1CCCCC1,-2,6,0,-4,4,2,-1.6,-1,-3,-1

This is a subset; rates above refer to the full screens.
